Screens (PubChem BioAssay)
S1P3 antagonist – S1P3 receptor antagonists, primary screen, cell-based; CHO S1P3 NFAT-BLA reporter, FRET fluorescence, antagonist mode; inhibition, % at 4.98 µM; 170,000 tested, 0.27% active; AID 485, 2006;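 active means inhibition above the plate cutoff, the mean inhibition of test wells on that plate plus 3 SD, cut at about 28% in these data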;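 further: cells challenged with S1P at its EC80 of 0.8 µM; blue over green emission ratio from cleaved BLA substrate after 4 h stimulation; 0% = S1P-stimulated wells and 100% = unstimulated DMSO-only wells; some compounds past the cut are filed as inactive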
Target sequence (Q99500 whole entry, looked up): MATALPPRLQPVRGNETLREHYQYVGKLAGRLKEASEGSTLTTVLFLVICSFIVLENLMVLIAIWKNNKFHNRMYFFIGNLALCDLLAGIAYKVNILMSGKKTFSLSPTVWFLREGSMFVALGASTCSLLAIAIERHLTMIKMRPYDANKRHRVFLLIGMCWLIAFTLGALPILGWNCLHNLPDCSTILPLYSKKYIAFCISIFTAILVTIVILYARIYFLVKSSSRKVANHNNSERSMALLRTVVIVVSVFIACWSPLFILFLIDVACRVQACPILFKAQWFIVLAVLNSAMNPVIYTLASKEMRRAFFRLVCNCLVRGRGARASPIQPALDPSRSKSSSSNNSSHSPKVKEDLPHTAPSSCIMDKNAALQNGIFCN
* marks the source's active call; other numbers are inactive results. Not all compounds are listed; rates above refer to the full screens.

structure,S1P3 antagonist
COC(=O)c1ccc(OC)c(CSc2nnc(-c3ccc(C)cc3)o2)c1,9.6
COc1ccc(CN2C(=O)Cc3c2nc(N)c2c(N)nc(N4CCOCC4)c(C#N)c32)cc1,-4.8
COC(=O)N/N=C/c1cccc([N+](=O)[O-])c1,1.6
Cc1cccc(NC(=O)C(Cc2ccccc2)n2cccc2)c1 (configuration not stated),1.0
CC(=O)C1C(=O)c2c(cccc2[N+](=O)[O-])C1=Nc1cccc(Cl)c1 (configuration not stated),-19.7
CCOC(=O)C(=O)N/N=C/c1ccco1,10.8
CCOC(=O)CNC(=O)CNC(=O)c1ccc(OC(C)C)cc1,7.5
Cc1cccc(-n2cnc3sc(C)c(C)c3c2=O)c1,-6.9
O=C(O)CSc1ccc(NC(=O)Nc2ccccc2F)cc1,4.3
CCN(CC)c1ccc(S(=O)(=O)N2CCOCC2)cc1NC(=O)CNCc1ccccc1,13.3
NC1=NC(=Nc2ccc(S(=O)(=O)N3CCOCC3)cc2)c2ccccc21,-14.1
CCOc1cc(/C=N/Nc2nn3cnnc3c3ccccc23)ccc1O,9.4

structure,S1P3 antagonist
CCn1c(NCCCO)nc2c(c1=O)C(C)(CC)Cc1ccccc1-2 (configuration not stated),-14.0
NNC(=O)CSCc1nc(-c2ccccc2)cs1,-13.3
CN(C)c1cc(NC(=O)CN2CCCC2)c2ccccc2n1,-19.8
COc1ccc(NC(=S)NCCCN2CCOCC2)cc1,-4.3
N#C/C(=C\Nc1ccc(Cl)cc1)S(=O)(=O)c1ccccn1,-4.3
CCCC(=O)C1=C(O)C(C(=O)OC)C(C)(C)CC1=Nc1ccc(Br)cc1 (configuration not stated),-18.8
CCN(CC)S(=O)(=O)c1ccc(Oc2ccccc2OC)cc1,-10.2
Cc1cccc(NC(=S)Nc2ccccn2)c1,5.0
Cc1cccc2cc(C3CC(c4ccco4)=NN3S(C)(=O)=O)c(Cl)nc12 (configuration not stated),-11.0
Cc1ccc(-c2nnc(SCC(=O)NC3CC3)n2N)cc1,6.8
Cc1onc(-c2ccccc2)c1CNS(=O)(=O)c1ccccc1,2.5
CC(C)C(=O)NC(c1ccc(N(C)C)cc1)c1c(O)ccc2ccccc12 (configuration not stated),-0.1

structure,S1P3 antagonist
S=C(Nc1ccccc1)N1CCC(C2CCN(C(=S)Nc3ccccc3)CC2)CC1,-17.9
O=C(CN1C(=O)NC2(CCCC2)C1=O)Nc1ccccc1-c1ccccc1,-5.8
CC(=O)c1sc(-c2ccc(F)cc2)cc1NS(=O)(=O)c1ccc(C)cc1,-8.0
Cc1ccc2c(c1)C(C)CC(C)(C)N2C(=O)CN1CCN(C)CC1 (configuration not stated),-3.5
CCCCOC(=O)/C=C\C(=O)NC(N)=O,2.6
Cc1c(Cl)cccc1NC(=S)Nc1ccc2[nH]c(=O)[nH]c2c1,6.9
COc1cccc(/C=N/n2c(-c3cc(C)[nH]n3)n[nH]c2=S)c1OC,5.3
Fc1cccc(NC(=S)NCc2ccccc2Cl)c1,-7.3
COc1cccc2cc(C(=O)OCC(=O)NCc3ccc4c(c3)OCO4)c(=O)oc12,-7.9
O=C(Nc1ccc(F)cc1)c1ccc2nsnc2c1,19.3
CCOc1ccc2[nH]c3c(N4CCc5ccccc5C4)ncnc3c2c1,9.1
COc1ccccc1/C=c1\sc2nc(-c3ccncc3)nn2c1=O,-16.5

structure,S1P3 antagonist
CN1CCN(C(=S)NC(=O)c2ccc(Br)cc2)CC1,4.3
Cc1ccc2oc(=O)cc(CN3CCN(C/C=C/c4ccccc4)CC3)c2c1,3.9
CCN(CC)CCNC(=O)c1ccc(NC(=O)c2ccc(Cl)c(S(=O)(=O)N3CCCCCC3)c2)cc1,-10.0
COC(=O)/C(C#N)=C/c1c(-c2ccccc2)nc2n1CCS2,0.3
CC(C)NC(=O)N(O)C1N(C(C)C)C(=O)N(Cc2ccc3c(c2)OCO3)C1(C)C (configuration not stated),-1.8
CC(/C=N/n1c(COc2ccccc2)n[nH]c1=S)=C\c1ccco1,-1.1
CN(C(=O)CSc1nc2ccc([N+](=O)[O-])cc2s1)C1CCS(=O)(=O)C1 (configuration not stated),-0.7
CCCn1c(SCC(=O)Nc2cccc(S(=O)(=O)N(C)C)c2)nc2ccccc2c1=O,2.7
CCC(C)[C@H](NC(=O)NCc1ccco1)C(=O)OC (some centres not stated),5.0
CNC(=O)N(O)C1N(/N=C/c2cccs2)C(=S)SC1(C)C (configuration not stated),-0.6
CCC1(C)Cc2ccccc2-c2nc(NCCCO)[nH]c(=O)c21 (configuration not stated),-7.1
O=C(N/C=C/c1ccco1)Nc1cccc(Cl)c1,-6.8

structure,S1P3 antagonist
Cc1nc(NC(=S)NC(=O)c2ccccc2)sc1C,-6.9
COc1ccc(Cl)cc1CN1CCOCC1,4.9
CCn1c(=O)c([N+](=O)[O-])c(NCCCn2ccnc2)c2ccccc21,-11.9
CC1(C)CC(NC(=O)N2c3ccccc3Sc3ccccc32)CC(C)(C)N1,-3.8
Nc1nonc1-n1nnc(C(=O)N/N=C/c2ccc(O)cc2)c1COc1ccc(F)cc1,0.7
CCCCC(=O)NNC(=O)c1c(O)c2ccccc2[nH]c1=O,-6.6
Cc1ccc(F)cc1S(=O)(=O)NCc1ccc(N2CCN(C)CC2)cc1,3.0
CC(C)(C)OC(=O)N1CCC[C@H]1c1nnc(SCc2cccc(Cl)c2)o1,-1.4
CCOc1ccc(OCC)c(NC(=O)c2ccc(CNc3c(N4CCCC4)c(=O)c3=O)cc2)c1,7.5
Cc1cc(C(=O)CSc2cccc[n+]2[O-])c(C)n1-c1ccc(OC(F)F)cc1,0.8
CSc1nnc(C(C)(C)C)c(=O)n1/N=C/c1ccccc1O,9.6
CC(=O)Nc1ccc2nc(CN3CCC(CO)(CCc4ccccc4)CC3)ccc2c1,-1.7

structure,S1P3 antagonist
Cc1ccc(NC(=O)c2cc(-c3cccs3)nc3ccccc23)nc1,-0.9
O=C(Cc1c[nH]c2ccccc12)N/N=C/c1ccccc1O,-9.0
CCC(C(=O)N1CCN(c2ncccn2)CC1)c1ccccc1 (configuration not stated),-21.5
Cc1cc(C(=O)COc2ccc([N+](=O)[O-])cc2)c(C)n1C1CC1,2.2
O=C(COC(=O)CCC(=O)c1cccs1)NCc1cccs1,-2.6
Cc1oc(-c2ccc(Cl)cc2)nc1CN1CCC(C(=O)N2CCN(c3ccccn3)CC2)CC1,-3.3
COc1cc(/C=N/NC(=O)CSc2ccccn2)ccc1OC(C)C,7.8
CCN(CC)S(=O)(=O)c1ccc(N2CCCC2)c(NC(=O)CC(C)(C)C)c1,7.8
Cc1c(Cl)cccc1NC(=O)c1ncn[nH]1,0.3
CCC(=O)Nc1ccc(-n2nnnc2SCC(=O)NNC(=O)c2ccco2)cc1,-9.1
COc1ccc(C2c3ccc(O)cc3Oc3ncn4nc(-c5ccncc5)nc4c32)cc1OC (configuration not stated),4.0
Cc1ccnc(NC(=O)COC(=O)c2ccc(F)cc2F)n1,-7.5

structure,S1P3 antagonist
Nc1ccccc1Sc1cc(Cl)nnc1Cl,1.2
COc1ccc(O)c(C(=O)c2cc(C#N)c(=O)n(-c3ccc(Cl)cc3)c2)c1,16.1
CC1CCN(C(=O)C2CCC(CNc3c(N4CCCCC4)c(=O)c3=O)CC2)CC1 (configuration not stated),-3.0
COc1ccc(-c2nc(CN3CCC(C(=O)NC(C)C)CC3)c(C)o2)cc1OC,-6.1
N/C(CC(=O)Nc1ccc(F)c(Cl)c1)=N\OC(=O)c1cccs1,8.5
NS(=O)(=O)c1ccc(NC(=O)Nc2ccc(C(F)(F)F)cc2)cc1,-3.7
CC(C1CC2CCC1C2)n1c(-c2cccs2)n[nH]c1=S (configuration not stated),-4.0
CCOC(=O)NC(N(O)c1cccc(Cl)c1)C(Cl)(Cl)Cl (configuration not stated),-6.3
O=C(Nc1ccc(Oc2ccc(NC(=O)Nc3ccc([N+](=O)[O-])cc3)cc2)cc1)Nc1ccc([N+](=O)[O-])cc1,-10.7
CCOC(=O)C1(C(F)(F)F)N=C(c2ccccc2F)OC(N(C)C)=N1 (configuration not stated),-23.6
O=C(O)C/C(=C\c1cccc(NC(=O)c2ccccc2Cl)c1)c1nc2ccccc2s1,-0.9
O=C(N/N=C/c1ccccn1)c1cc(-c2ccc(Br)cc2)nc2ccccc12,1.3

structure,S1P3 antagonist
CC1(NC(=S)Nc2ccccc2)CCS(=O)(=O)C1 (configuration not stated),-8.6
CN(Cc1ccccc1)C1=CC(=[N+]2CCCCC2)CC(C)(C)C1,-9.5
O=C(O)CC(CC(=O)Nc1ccc(N2CCOCC2)cc1)c1ccccc1 (configuration not stated),-2.3
Cc1ccc(C(=O)COc2ncnc3cc(Cl)ccc23)cc1,-4.4
CC1CC(=O)Nc2ccccc2N1S(=O)(=O)c1cccc(F)c1 (configuration not stated),-10.3
O=C(NCc1ccccc1)c1ncn[nH]1,1.6
Cc1ccc(Oc2ncccc2NC(=O)CC2(CC(=O)O)CCCC2)c2c1CCC2,-5.0
CC(C)(C)OC(=O)N1CCCN(C(=O)Nc2cccc(Cl)c2)CC1,-4.3
Cc1cc(N2C(=O)C(O)=C(C(=O)c3cccs3)C2c2ccc(F)cc2)no1 (configuration not stated),1.2
COc1ccccc1NC(=O)N1CCc2c([nH]c3ccccc23)C1C(F)(F)F (configuration not stated),-0.5
S=c1nc(-c2ccc(Br)cc2)[nH]c2ccccc12,23.4
CC(=O)Nc1ccc2c(c1)C(=O)N(c1cccc(C)c1)C2=O,-8.0

structure,S1P3 antagonist
COc1ccc(NC(=O)C2CCOC(C)(C)C2)cc1 (configuration not stated),-4.5
CCOc1ccc(N2C(=O)CC(NNc3nc4ccccc4s3)C2=O)cc1 (configuration not stated),2.7
Cc1ccc(-c2nc(C(F)(F)F)cc(=O)[nH]2)cc1,-8.0
COc1cc(N=Nc2ccccc2C(=O)O)ccc1O,3.4
CCN(CC)c1ccc(/C=N/Nc2nn[nH]n2)cc1,-1.2
CC(C)=NNC1=NC(C)(C)Cc2ccccc21,-7.4
CCOC(=O)C1=C(C)Nc2ccccc2S1,8.9
O=C(Oc1c(CN2CCOCC2)cc(Cl)c2cccnc12)c1ccccc1Br,-7.2
CCOc1ccc(S(=O)(=O)N2Cc3ccccc3CC2C(=O)O)cc1 (configuration not stated),-9.9
COc1ccc(CNC(=O)COC(=O)c2ccc(F)c(S(=O)(=O)N3CCCCC3)c2)cc1OC,3.2
COC(=O)c1ccccc1N=Nc1c(C)noc1C,5.8
CN(c1ccccc1)S(=O)(=O)c1ccc(C(=O)OCC(=O)NCc2cccs2)cc1,3.9

structure,S1P3 antagonist
Cc1cc2c(cc1[N+](=O)[O-])NC(CNC(C)C)CC2 (configuration not stated),2.3
Cc1cc(=O)oc(C)c1C(=O)NNC(=O)C1(C)CC1Br (configuration not stated),9.4
Clc1ccc(C[n+]2cc(-c3ccccc3)n3c2CCC3)cc1,-3.1
CCOC(=O)/C(C#N)=C/C1=C(N2CCOCC2)C(C)(C)OCC1,5.7
COCCNC(=O)[C@H](CSCc1ccccc1)N1Cc2ccccc2C1=O,-7.7
CC(C)(C)n1nc(C2CC2)cc1NC(=O)Nc1ccc(Cl)cc1,9.5
COc1ccc(NC(=O)Nc2c(C)noc2-c2ccccc2)cc1,3.2
CC1CCCN(c2ncnc3c2cnn3-c2ccccc2)C1 (configuration not stated),26.0
CCOC(=O)/C(C#N)=C/Nc1cc(F)ccc1C,-16.0
CC(NC(=O)C(C)(C)C)C(c1cccs1)N1CCOCC1 (configuration not stated),3.5
Cc1ccccc1OCCC(=O)OCC(=O)Nc1ccc(C(N)=O)cc1,-13.5
CS(=O)(=O)c1ccc(C(=O)Nc2ccccc2Cl)cc1,-1.2

Three entries from above, with values ahead of the structure.
S1P3 antagonist | Molecule
9.4 | Cc1cc(=O)oc(C)c1C(=O)NNC(=O)C1(C)CC1Br (configuration not stated)
-3.1 | Clc1ccc(C[n+]2cc(-c3ccccc3)n3c2CCC3)cc1
5.7 | CCOC(=O)/C(C#N)=C/C1=C(N2CCOCC2)C(C)(C)OCC1

The listing continues:
structure,S1P3 antagonist
COc1ccc(-c2cn3c(C)c(C(=O)N4CCN(c5ccccc5F)CC4)sc3n2)cc1,-35.8
N#CCC(=O)N/N=C/c1cn(Cc2ccc(Cl)cc2Cl)c2ccccc12,0.0
O=C(NC1CCN(Cc2ccccc2)CC1)c1ccc2c(c1)OCCCO2,-6.9
CC(C)CCn1c(CN2CC(C)OC(C)C2)nc2c1c(=O)n(C)c(=O)n2C (configuration not stated),-11.3
Cc1ccc(OCC(=O)Nc2cc(S(=O)(=O)N3CCOCC3)ccc2Cl)c([N+](=O)[O-])n1,1.9
O=C1NC(=Nc2cccnc2)S/C1=C\c1cccc(F)c1,4.1
O=[N+]([O-])c1ccc(N2CCSCC2)cc1O,2.8
O=C(N/N=C/c1c[nH]c2ccc(Br)cc12)C1CC1,-1.6
CN=C(C)/C(C(=O)OC)=C(/O)c1c(F)cccc1F,-15.1
CSc1sc(-c2nnc(SCC(=O)Nc3ccc(Cl)cc3)n2C)c2c1C=CCC2,-6.4
C=COC(=O)c1sc2nc(C)cc(C)c2c1N,-13.9
Cc1cc(O)c(C(=O)/C=C/c2cccc([N+](=O)[O-])c2)c(=O)o1,7.7
Cn1cnc([N+](=O)[O-])c1N=C(N)N,-5.8
O=C(NCCCNCCCNC(=O)c1ccc(/C=N/O)nc1)c1ccc(/C=N/O)nc1,-3.4
